Rin1 Abl inh = inhibitors of Rin1-Abl protein binding, primary screen, biochemical, TR-FRET; Tyrosine-protein kinase ABL1 (Homo sapiens) + Ras and Rab interactor 1 (Homo sapiens), …; inhibition, % at 7.35 µM; 360,000 compounds, 0.4% hits; in the data active = inhibition above about 5%, passing the limit was not always enough
Neddylation inh = inhibitors of cullin neddylation, primary screen, biochemical, TR-FRET, uHTS, NAE and Ubc12; calls only at 25 µM; 360,000 compounds, 0.58% hits; AID 651699, 2012; in the data active = inhibition above about 36%
bovine MsrA act = bovine MsrA enzyme activators, primary screen, biochemical, absorbance, HTS. purified bovine MsrA, absorbance read-out. 360,000 compounds, 0.3% hits. activation, % at 10.6 µM. AID 602163, 2012. Methionine sulfoxide reductase A (Bos taurus); in the data active = activation above about 7.5%;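 note: 0% = vehicle and 100% = reference activator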
PABP1 MLLE inh = inhibitors of PABP1 MLLE–PAM2 peptide binding, primary screen, biochemical, fluorescence polarization, FITC-PAM2, GST-MLLE; Polyadenylate-binding protein 1 (Homo sapiens), P11940; inhibition, % at 20 µM; 360,000 compounds, 0.36% hits; AID 588489, 2011; in the data active = inhibition above about 35%, passing the limit was not always enough;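 note: plate controls were DMSO wells with GST-MLLE for no effect and wells lacking GST-MLLE protein for full effect; some results filed as inactive read as strong as hits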
CSN deneddyl inh = inhibitors of CSN-mediated cullin deneddylation, primary screen, biochemical, fluorescence polarization, uHTS | Purified CSN, SCF-Nedd8-OG deneddylation | inhibition, % at 12.5 µM | 360,000 compounds, 0.38% hits | AID 651999, 2013;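 active = pattern-corrected inhibition above about 35%, with an unprinted fluorescence ratio check between 0.5 and 1.5, limit read from the data, passing the limit was not always enough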;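 note: 0% = enzyme with substrate and 100% = substrate without enzyme; some results filed as inactive read as strong as hits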
Target sequence (Q92905 whole entry, looked up, one chain of several): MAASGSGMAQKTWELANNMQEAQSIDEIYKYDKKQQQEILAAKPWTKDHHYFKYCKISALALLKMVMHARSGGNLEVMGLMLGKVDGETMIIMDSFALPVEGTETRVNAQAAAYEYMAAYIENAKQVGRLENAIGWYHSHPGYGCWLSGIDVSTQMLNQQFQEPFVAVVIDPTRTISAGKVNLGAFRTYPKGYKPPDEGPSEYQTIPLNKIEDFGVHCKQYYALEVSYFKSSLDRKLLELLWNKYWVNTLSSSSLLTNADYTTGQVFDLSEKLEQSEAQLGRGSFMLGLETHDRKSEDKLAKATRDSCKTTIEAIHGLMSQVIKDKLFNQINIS
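assay system = purified human Csn5 enzyme expressed in HEK293T cells | amount = 0.24 nM enzyme | buffer or medium = Tris/NaCl/DTT buffer, pH 7.5 | reagent = 10 nM SCFSkp2-Nedd8OG | compound = one concentration, 12.5 µM, 0.25% DMSO | times = 90 min reaction at room temperature | signal = FP | read-out basis = % inhibition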
eLon inh = inhibitors of E. coli Lon protease, primary screen, biochemical, fluorescence polarization. purified E. coli Lon protease. P0A9M0. 360,000 compounds, 0.42% hits. AID 602123, 2011. inhibition, % at 7.94 µM; in the data active = inhibition above about 13%, passing the limit was not always enough;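 note: 0% = enzyme with probe and DMSO and 100% = no enzyme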
Target sequence (P0A9M0 whole entry, looked up): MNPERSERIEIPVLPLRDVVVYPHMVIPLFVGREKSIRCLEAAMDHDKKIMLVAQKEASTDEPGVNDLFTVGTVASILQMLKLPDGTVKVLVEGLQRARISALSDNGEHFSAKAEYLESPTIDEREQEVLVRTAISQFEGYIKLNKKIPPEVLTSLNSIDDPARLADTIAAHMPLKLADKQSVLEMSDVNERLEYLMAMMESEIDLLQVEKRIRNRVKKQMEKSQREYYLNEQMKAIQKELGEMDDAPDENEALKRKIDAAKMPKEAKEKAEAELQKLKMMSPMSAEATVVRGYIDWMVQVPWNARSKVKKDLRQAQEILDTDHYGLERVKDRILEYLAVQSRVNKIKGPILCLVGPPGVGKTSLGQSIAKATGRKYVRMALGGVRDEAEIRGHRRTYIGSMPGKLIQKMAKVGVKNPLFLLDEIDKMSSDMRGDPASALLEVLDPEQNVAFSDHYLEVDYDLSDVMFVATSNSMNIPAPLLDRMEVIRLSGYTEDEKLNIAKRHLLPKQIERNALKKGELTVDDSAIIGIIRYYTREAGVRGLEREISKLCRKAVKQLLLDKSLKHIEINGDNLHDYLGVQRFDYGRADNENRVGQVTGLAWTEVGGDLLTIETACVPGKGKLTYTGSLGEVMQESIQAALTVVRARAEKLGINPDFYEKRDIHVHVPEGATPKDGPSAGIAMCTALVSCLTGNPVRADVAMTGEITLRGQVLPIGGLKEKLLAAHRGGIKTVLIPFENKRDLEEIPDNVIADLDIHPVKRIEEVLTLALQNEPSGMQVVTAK
FAS-TE inh = FAS thioesterase domain inhibitors, primary screen, biochemical, fluorescence intensity, uHTS; 360,000 compounds, 0.67% hits; AID 602261, 2012; inhibition, % at 15 µM; recombinant FAS-TE, OMFH fluorogenic substrate, fluorescence endpoint;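 active = compounds whose normalised, plate-corrected inhibition of enzyme fluorescence in the single-dose primary screen is 50% or more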;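 note: 0% = DMSO with enzyme and 100% = substrate without enzyme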
MsrA inh = bovine MsrA enzyme inhibitors, primary screen, biochemical, absorbance, HTS; inhibition, % at 15.5 µM; 360,000 compounds, 0.75% hits; purified bovine MsrA, absorbance read-out; Methionine sulfoxide reductase A (Bos taurus); AID 651718, 2012; in the data active = inhibition above about 4.5%;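 note: 0% = vehicle wells with enzyme and 100% = reference inhibitor wells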
Tb MetRS inh = T. brucei MetRS inhibitors, primary screen, biochemical, luminescence. inhibition, % at 11.9 µM. methionyl-tRNA synthetase (Trypanosoma brucei brucei). purified T. brucei MetRS, ATP depletion, Kinase-Glo luminescence. 360,000 compounds, 0.4% hits;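 active = inhibition above a per-plate cutoff of the control wells' mean inhibition plus 3 SD, cut at about 5.5% in these data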;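 note: 0% = DMSO wells median and 100% = median of wells with control inhibitor compound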
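Material: parasite MetRS enzyme / Replication: singlicate, one well per compound / Signal: luminescence of leftover ATP / Schedule: 2 h aminoacylation at 25 °C after 15 min preincubation / Medium: HEPES-MgCl2-KCl buffer plus DTT, spermine, BSA, pyrophosphatase / Doses: 11.9 µM single point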
* marks the source's active call; other numbers are inactive results; i = inactive; . = no result given.

SMILES	Rin1 Abl inh	Neddylation inh	bovine MsrA act	PABP1 MLLE inh	CSN deneddyl inh	eLon inh	FAS-TE inh	MsrA inh	Tb MetRS inh
COc1ccc(/C=N/NC(=O)c2ccc(-n3cnnn3)cc2)cc1	0	i	-4	8	1	-10	-4	2.1	0.0
O=C(c1cccc([N+](=O)[O-])c1)N1CCN(C(=O)c2ccco2)CC1	-1	i	-3	-6	-3	4	0	0.5	0.7
CCOc1ccc(CC(=O)N2CCN=C2SCc2ccc([N+](=O)[O-])cc2)cc1	0	i	-3	3	5	-2	24	-1.5	-0.2
COc1ccc(N(CC(=O)NCCc2ccccc2)C(=O)CCC(=O)Nc2nccs2)cc1	1	i	-2	-2	0	-2	-4	1.7	-0.2
CN(Cc1ccon1)Cc1cn[nH]c1-c1ccc(-c2ccccc2)cc1	0	i	-2	5	-4	1	13	-0.7	-0.2
CCc1cc2c(=O)n(Cc3ccco3)c(SCc3c(C)noc3C)nc2s1	1	i	-1	14	9	-3	14	0.7	0.1
CCOC(=O)C1CCCN(C(=S)NC2CCCC2)C1 (stereo not drawn)	-1	i	-3	-127	1	3	-12	-0.6	-0.2
COc1ccc(CNC(=O)CCCn2nc(C)n3c(cc4sccc43)c2=O)cc1	-1	i	-5	2	0	-7	4	-1.1	-0.3
Cc1c(NC(=O)Nc2ccc(Cl)cc2Cl)c(=O)n(-c2ccccc2)n1C	-1	i	-2	2	-6	-9	-3	-0.9	0.6
Cc1ccccc1S(=O)(=O)N1CCN(c2ccc3c(c2)C2CC3CCN2C(=O)OCc2ccccc2)CC1 (stereo not drawn)	1	i	-1	5	-2	-4	29	0.8	-0.8
CCc1nc(SCC(=O)Nc2ccccc2Cl)n[nH]1	1	i	-7	6	-1	12	-7	-0.3	-0.7
N#Cc1ccc(S(=O)(=O)N2CCN(C(=O)C3CC(=O)N(c4ccc5c(c4)OCCO5)C3)CC2)cc1 (stereo not drawn)	2	i	2	-1	-6	9	1	0.5	0.6
CC(=O)c1cccc(Nc2nc3ccccc3n3cnnc23)c1	-1	i	-3	-11	3	-75	-2	0.2	0.5
CCN(CC)C(=O)/C=C/c1ccccc1	-1	i	-3	8	-2	-8	-16	-0.6	-0.1
CCOC(=O)c1c(C)[nH]c(C)c1S(=O)(=O)NC(C)Cc1ccco1 (stereo not drawn)	-2	i	-3	5	6	-1	-5	1.3	-0.3
CCn1cc(C(=O)NC(=S)Nc2sc3c(c2C(=O)OC)CCCCCC3)cn1	-2	i	-3	29	-3	-3	-8	-1.5	0.1
C=CCn1c(C(C)NC(=O)c2ccccc2C)n[nH]c1=S (stereo not drawn)	-2	i	-2	-6	-1	-18	-12	-0.7	-0.2
COC(=O)CNC(=O)COC(=O)/C=C/c1ccc2ccccc2n1	-5	i	8.7*	-12	1	1	-3	1.6	-0.2
CCOC(=O)C1=C(CNCCc2ccc(Cl)cc2)NC(=O)NC1c1cccc([N+](=O)[O-])c1 (stereo not drawn)	-2	i	-3	0	0	4	26	1.2	0.1
CCCCCc1nnc(N)s1	2	i	-6	7	2	-4	-5	-0.2	-0.8
COc1cccc(C(=O)Nc2cc(C)nn2-c2ccccc2)c1OC	-4	i	-3	1	0	-9	-5	0.5	-0.3
Cc1nc(SCC(=O)N2CCCCCC2)[nH]c(=O)c1C	-1	i	3	8	1	-6	-10	0.6	-0.4
CCCCC(c1nnnn1CC1CCCO1)N1CCN(c2cccc(C)c2C)CC1 (stereo not drawn)	-1	i	-5	5	4	0	8	0.9	-1.4
O=C(N1CCN(c2ncccn2)CC1)C12CC3CC(CC(C3)C1)C2	1	i	-1	-5	-6	6	0	1.1	2.5
O=C(CSc1nc2ccccc2[nH]1)c1ccccc1F	-2	i	0	1	0	-8	-2	1.2	0.8

Next section (2 carried over from the part before).
SMILES	Rin1 Abl inh	Neddylation inh	bovine MsrA act	PABP1 MLLE inh	CSN deneddyl inh	eLon inh	FAS-TE inh	MsrA inh	Tb MetRS inh
O=C(N1CCN(c2ncccn2)CC1)C12CC3CC(CC(C3)C1)C2	1	i	-1	-5	-6	6	0	1.1	2.5
O=C(CSc1nc2ccccc2[nH]1)c1ccccc1F	-2	i	0	1	0	-8	-2	1.2	0.8
CCOCCCNCc1cc(Br)ccc1OCC	2	i	1	-5	-7	11	-1	-0.9	0.3
C[C@H](CO)N1C[C@H](C)[C@@H](CN(C)Cc2ccc(Cl)c(Cl)c2)Oc2c(NC(=O)C3CC3)cccc2C1=O	0	i	-1	0	2	12	14	-0.9	-0.1
COc1ccc(CC(=O)NC(c2ccccc2)c2ccccc2)cc1S(=O)(=O)N1CCOCC1	-2	i	-6	-2	2	-5	-4	0.8	-0.2
Cc1ccc(OCC(=O)Nc2ccc(N3CCN(C(=O)c4ccco4)CC3)cc2)cc1	-1	i	-1	-14	-6	-4	4	-0.4	-0.3
CN1CCN(Cc2nc3ccccc3c(=O)n2Cc2nc(-c3ccccc3F)cs2)CC1	0	i	0	14	-13	-1	1	-1.4	-0.1
C=CCNC(=S)NNC(=O)COc1c(Cl)cc(Cl)cc1Cl	-1	i	-1	-17	-13	-9	-12	-1.1	-0.5
COC(=O)c1cnc(SCc2ccc(Cl)cc2)n1C	0	i	1	8	-3	4	4	-0.8	0.3
CC(C)NC(=O)C1COc2ccccc2O1 (stereo not drawn)	2	i	-2	12	4	-2	-9	-0.2	0.1
COC(=O)CCN1CCC2CC1c1cc(Cl)ccc12 (stereo not drawn)	-1	i	-1	-10	-8	5	-5	-1.5	0.9
CCn1c(CCC(=O)N(C)CC(=O)Nc2cccc(F)c2)nc2cc(S(=O)(=O)N(C)C)ccc21	1	i	-1	-33	4	15*	-2	0.7	-0.1
Cn1c2c(c(=O)n(C)c1=O)C(c1cc3c(cc1Br)OCO3)CC(=O)N2 (stereo not drawn)	3	i	-3	0	1	-2	-5	0.3	-0.6
Cc1ccc2nc(SCC(=O)N(CC(C)C)c3c(N)n(CC(C)C)c(=O)[nH]c3=O)[nH]c2c1	3	i	-2	-88	-4	2	-5	1.0	-0.4
COc1ccccc1C(=O)COC(=O)Cc1n[nH]c(=O)c2ccccc12	1	i	-2	12	3	0	-7	-0.2	0.2
CCCNc1cc(C)c(C#N)c2nc3ccccc3n12	-4	.	-3	-7	13	-4	-6	0.2	-0.1
CCN(C=NC1=NN(c2cccc(C(F)(F)F)c2)CC1)CC	-1	i	-9	15	-15	1	7	2.2	-0.2
CCOC(=O)C1CCN(S(=O)(=O)c2ccc(NC(=O)OC)cc2)CC1	-1	i	-2	4	2	-2	0	1.7	-0.7
CCCCCC(=O)NC(=S)NNC(=O)CC	2	i	3	18	1	-11	-10	0.9	0.0
COc1ccc(OC)c(-n2nnnc2SCC(=O)Nc2ccc(C(=O)N3CCCCC3)cc2)c1	7	i	1	0	3	-2	2	1.5	0.4
O=c1cc(NC2CCCCC2)c2ccccc2o1	3	i	0	-9	3	8	6	-0.5	0.7
Cc1ccc(NC(=O)CSc2nc(N)cc(N)n2)cc1S(=O)(=O)N1CCOCC1	7	i	-2	10	0	7	-3	0.2	0.1
CCCC(=O)NC(c1ccc(N(C)C)cc1)c1c(O)ccc2ccccc12 (stereo not drawn)	0	i	-1	12	-4	3	0	-0.3	-0.2
COc1ccc(C(=O)C2CCN(C(=O)Nc3ccc(C)cc3)CC2)cc1	2	i	-2	-3	1	2	-3	2.1	-0.2
O=C(C1=C(O)C(=O)N(c2nc3ccc(Cl)cc3s2)C1c1ccco1)c1ccco1 (stereo not drawn)	3	i	-5	-11	44*	-27	11	1.6	1.0
CCc1cccc2sc(NC(=O)C3CC3)nc12	-2	i	0	-7	2	9	-2	-0.1	-0.5
CCOC(=O)C1C(=O)Nc2nc(C)nn2C1c1ccccc1 (stereo not drawn)	-1	i	2	6	-3	-7	-5	-1.6	-0.4
(further entries)
SMILES	Rin1 Abl inh	Neddylation inh	bovine MsrA act	PABP1 MLLE inh	CSN deneddyl inh	eLon inh	FAS-TE inh	MsrA inh	Tb MetRS inh
Cc1cccc(C2N(c3ccc(F)cc3)C(=O)C3CCCN32)c1 (stereo not drawn)	0	i	-1	-1	-2	6	-5	-0.3	-0.4
Cc1ccc2[nH]c3c(c2c1)SC(C)(C)CC3=O	0	.	-2	10	-3	6	6	1.0	-0.5
O=C(NCCO)c1ccc2nc(Cc3cccc(Cl)c3)oc2c1	2	i	-1	4	-1	-1	0	-0.8	-0.8
CC(C)c1cc(Cn2c3ccccc3c(=O)n2C(C)Cn2cc(CCCC#N)nn2)on1 (stereo not drawn)	.	.	.	.	-3	.	.	1.4	-0.3
Cc1ncn(C23CC4CC(CC(C4)C2)C3)n1	0	i	-1	17	-6	-1	-6	0.5	-0.2
O=C(Nc1cc(C(F)(F)F)ccc1F)C1Cc2c(-c3ccccc3Oc3ccccc3)ccnc2O1 (stereo not drawn)	-3	i	-8	-5	-5	3	26	0.3	0.1
O=C(Nc1ccc(NC(=O)c2cccs2)cc1Cl)c1ccco1	3	i	-7	-1	-6	-4	3	0.3	-1.3
CCCCn1c(C(C)O)nc2ccccc21 (stereo not drawn)	-1	i	-1	16	-2	-3	-4	-1.5	0.0
COc1cc(NC(=O)c2ccccc2Cl)c(OC)cc1NC(=O)CN1CCOCC1	-2	i	-5	-1	2	-5	-2	0.0	-1.8
CCOC(=O)CC1C(=O)NCCN1S(=O)(=O)c1ccc(Br)cc1 (stereo not drawn)	5	i	-2	7	3	1	-9	-0.7	-0.4
Cn1c(N)c(C(=O)CSc2nc3ccccc3[nH]2)c(=O)n(C)c1=O	0	i	2	-23	-8	-2	-3	-0.1	-0.4
O=C(Nc1cccc(Br)c1)c1cc(=O)c2ccccc2o1	0	i	-5	6	7	0	-4	0.3	-0.8
CCN1CCN(CCNC(=O)c2ccc(/C=C3/Sc4ccccc4N(Cc4cccc(C)c4)C3=O)cc2)CC1	-5	i	-4	-3	1	-8	17	-0.5	-0.6
OC(CC1CC12c1ccccc1-c1ncccc12)(c1ccccc1)c1ccccc1 (stereo not drawn)	-1	i	-4	6	-1	-1	25	0.4	0.0
C/C(=N\NC(=O)c1nnn(-c2nonc2N)c1CN1CCC(C)CC1)c1ccc(Br)cc1	-5	i	0	2	2	-8	-1	-0.7	0.0
CCCn1nc(C(=O)Oc2ccc3c(C)cc(=O)oc3c2)c2ccccc2c1=O	0	.	-3	2	9	-7	0	-0.1	0.2
CCOC(=O)C1(C(F)(F)F)N=C(C(F)(F)F)Nc2cc(C)c(C)cc21 (stereo not drawn)	-2	i	0	-3	-3	-14	-1	1.2	-0.3

Just CSN deneddyl inh and PABP1 MLLE inh, for 3 of the compounds above:
SMILES | CSN deneddyl inh | PABP1 MLLE inh
COc1ccc(/C=N/NC(=O)c2ccc(-n3cnnn3)cc2)cc1 | 1 | 8
O=C(c1cccc([N+](=O)[O-])c1)N1CCN(C(=O)c2ccco2)CC1 | -3 | -6
CCOc1ccc(CC(=O)N2CCN=C2SCc2ccc([N+](=O)[O-])cc2)cc1 | 5 | 3
